ROMK mod = human ROMK K+ channel modulation, primary screen. B-score at 10 µM. P48048. hit rate 2% among 130,000. Tet-inducible ROMK, thallium flux fluorescence; actives lie on both sides;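 active means signal ratio slope over the read window, or its plate-corrected B-score, at least 3 SD from the plate mean, either direction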;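 further: B-score of the F/F0 ratio slope over 7 to 12 s after thallium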
Target sequence (P48048 whole entry, looked up): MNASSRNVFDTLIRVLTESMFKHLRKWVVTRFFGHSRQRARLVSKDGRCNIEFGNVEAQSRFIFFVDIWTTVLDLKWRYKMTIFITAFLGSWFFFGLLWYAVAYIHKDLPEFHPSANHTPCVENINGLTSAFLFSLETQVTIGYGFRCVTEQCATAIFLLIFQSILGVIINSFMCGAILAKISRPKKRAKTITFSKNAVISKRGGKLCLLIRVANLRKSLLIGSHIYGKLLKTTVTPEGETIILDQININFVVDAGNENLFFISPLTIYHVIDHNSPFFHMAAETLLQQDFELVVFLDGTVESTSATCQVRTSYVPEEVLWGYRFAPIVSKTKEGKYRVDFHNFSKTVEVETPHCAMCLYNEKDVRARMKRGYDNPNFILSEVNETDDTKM
bIAP inhibitor = blocks bovine intestinal alkaline phosphatase activity. purified bovine IAP, CDP-star luminescence, 30 min. inhibition, % at 20 µM. 190,000 tested, under 10 active. AID 1019;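 active means over 50% inhibition of intestinal alkaline phosphatase at 20 µM in the single-dose screen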
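Assay system: bovine IAP enzyme; medium: DEA buffer 100 mM, pH 9.8, with MgCl2 1.0 mM, ZnCl2 0.02 mM; doses: 20 µM single dose; incubation: enzyme reaction for 30 min at room temperature; detection: CDP-star luminescence signal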
STAT1 inh = STAT1 signaling inhibition | NIH 3T3 STAT1-luciferase reporter, IFN-gamma, luminescence | inhibition, % at 5.5 µM | hit rate 0.35% among 200,000;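 active means inhibition above a set limit, the mean inhibition across all tested compounds plus 3 SD, cut at about 34% in these data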;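 further: 0% = IFN-gamma with DMSO and 100% = IFN-gamma with 300 µM nifuroxazide; values of inactives mirror those of a sister screen read the other way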
bIAP activator = increases bovine intestinal alkaline phosphatase activity. AID 1016. purified bovine IAP, CDP-star luminescence, 30 min; active compounds read high; fold of DMSO-control signal, blank-subtracted. activation factor at 20 µM. hit rate 0.17% among 200,000;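 active means activation factor of 2 or more at 20 µM, a signal rise over negative controls twice the positive control's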
TNAP act hi DEA = TNAP (human) activation, high acceptor | P05186 | purified TNAP, CDP-star luminescence, 1 M DEA, 30 min; active compounds read high; 0 = EDTA background, 1 = DMSO-only activity | activation factor at 20 µM | 200,000 tested, under 10 active | AID 1136;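 active means activation factor at least 2 at 20 µM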
Target sequence (P05186 whole entry, looked up): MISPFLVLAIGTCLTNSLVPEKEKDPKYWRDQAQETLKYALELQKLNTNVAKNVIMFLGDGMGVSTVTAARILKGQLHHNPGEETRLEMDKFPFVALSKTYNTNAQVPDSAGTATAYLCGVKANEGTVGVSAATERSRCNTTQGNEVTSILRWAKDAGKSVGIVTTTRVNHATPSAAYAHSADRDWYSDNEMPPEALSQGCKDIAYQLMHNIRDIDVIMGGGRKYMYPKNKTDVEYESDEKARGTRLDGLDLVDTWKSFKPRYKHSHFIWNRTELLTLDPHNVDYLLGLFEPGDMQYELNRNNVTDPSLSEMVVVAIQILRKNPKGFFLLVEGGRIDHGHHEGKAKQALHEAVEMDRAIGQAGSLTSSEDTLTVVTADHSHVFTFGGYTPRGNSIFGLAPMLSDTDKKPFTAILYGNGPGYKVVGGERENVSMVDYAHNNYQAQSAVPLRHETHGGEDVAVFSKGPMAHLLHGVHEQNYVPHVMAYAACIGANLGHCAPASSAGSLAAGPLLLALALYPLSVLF
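Measured by: Luminescent substrate turnover signal | Test system: Human TNAP | Input: TNAP 1/800 final | Dosing: 20 µM single point | Schedule: 30 min, room temperature | Controls: EDTA wells as negative control, DMSO wells as positive control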
TR-FRET SRC-2 ct = flags TR-FRET format artefacts in PPARgamma SRC-2 recruitment agonist screen; TR-FRET artefact counter-screen; active compounds read high; TR-FRET ratio at 8 µM; hit rate 0.4% among 200,000; AID 1049; in the data active means TR-FRET ratio above about 2000; further: inactives centre near 1500
STAT3 blocker = inhibitors of IL-6 induced STAT3 signaling; inhibition, % at 5.5 µM; U3A cells, IL-6 STAT3-luciferase reporter, luminescence; host cell line lacks STAT1; AID 862; hit rate 0.89% among 190,000;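 active means inhibition above the mean inhibition across all screened compounds plus 3 SD, cut at about 44% in these data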;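 further: 0% = DMSO only wells and 100% = 100 µM nifuroxazide control wells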
PPARg SRC3 recr = promotes SRC-3 coactivator recruitment by human PPARgamma. AID 731. hit rate 0.26% among 200,000. activation, % at 8 µM. biochemical PPARgamma/SRC-3 coactivator recruitment assay; in the data active means activation above about 23%;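 further: 0% = DMSO and 100% = reference agonist; some compounds past the cut are filed as inactive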
PPARg SRC-1 ag = promotes SRC-1 coactivator recruitment by human PPARgamma. activation, % at 8 µM. P37231. AID 631. hit rate 0.41% among 200,000. PPARgamma-SRC-1 coactivator recruitment biochemical assay; in the data active means activation above about 19%;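 further: 0% = DMSO and 100% = reference agonist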
PPARg SRC-2 ag = agonists of SRC-2 recruitment by human PPARgamma; P37231; PPARgamma LBD-SRC-2 recruitment, biochemical; activation, % at 8 µM; hit rate 0.34% among 200,000; in the data active means activation above about 22%;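 further: 0% = vehicle and 100% = reference agonist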
STAT3 activator = activators of IL-6 induced STAT3 signaling; U3A cells, IL-6 STAT3-luciferase reporter, luminescence; 100% = signal with IL-6 EC80 alone; hit rate 0.91% among 190,000; activation (% of control), % at 5.6 µM;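 active means activation above the screen-wide mean of compound activation plus 3 SD, cut at about 130% in these data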;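 further: 0% = background luminescence of wells with medium and substrate only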
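Material: human U3A cells carrying STAT3-luciferase construct. Measured by: reporter luminescence signal. Timing: compound 1 h, then IL-6 6 h at 37 °C.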
* hit, by the source's call; . = not tested or not shown. Rows are unselected; 3.7% or so of the library scored in one or more.

SMILES | ROMK mod | bIAP inhibitor | STAT1 inh | bIAP activator | TNAP act hi DEA | TR-FRET SRC-2 ct | STAT3 blocker | PPARg SRC3 recr | PPARg SRC-1 ag | PPARg SRC-2 ag | STAT3 activator
COc1ccc(NC(=O)CN(C)S(=O)(=O)c2ccc(C)cc2)c([N+](=O)[O-])c1 | . | -1 | -2 | 1 | 1 | 1373 | 8 | -4 | 2 | -8 | 97
COC(=O)CSC1=C(C#N)C(c2cccc(F)c2)CC(=O)N1 (centres undefined) | . | 3 | 4 | 1 | 1.1 | 1515 | 6 | 7 | 6 | 4 | 98
Cc1ccc(Nc2ncccc2C(=O)NCc2cccs2)c(C)c1 | . | 12 | 4 | 0.9 | 1 | 1582 | -4 | -4 | 3 | 4 | 112
Cc1oc(/N=C/c2ccc(Cl)cc2Cl)c(C#N)c1C | 0.65 | 15 | 2 | 0.8 | 1.1 | 1707 | 5 | 3 | 5 | 2 | 100
COc1ccccc1CN1CCN(Cc2nc(Cc3ccccc3)no2)CC1 | -0.1 | -5 | 1 | 1.1 | 1 | 1616 | 3 | 3 | 5 | 3 | 102
COC(=O)Nc1nnc(/C=C/c2ccc(OC)cc2)s1 | . | -32 | -22 | 1.3 | 1 | 1446 | -14 | -2 | -1 | -1 | 107
C1CCC(n2nnnc2CN2CCCC2)CC1 | . | 11 | 0 | 0.9 | 1.1 | 1442 | 3 | -10 | -1 | 2 | 103
CCOc1ccc(CC(=O)Nc2ccc(NC(=O)c3ccco3)cc2)cc1OCC | -0.048 | -8 | -4 | 1.1 | 1 | 1516 | 27 | 0 | -2 | -3 | 84
C=CCNCC(=O)Nc1sc2c(c1C(=O)Nc1ccc(OC)cc1OC)CCC2 | 0.7 | -15 | 13 | 1.2 | 1.1 | 1413 | 23 | 1 | 5 | -8 | 87
O=C(Cn1cnc2ccccc2c1=O)c1c[nH]c2ccccc12 | 0.34 | 7 | -11 | 0.9 | 1 | 1528 | -2 | -5 | -3 | 1 | 104
Cc1ccc(Cn2c(=O)n(CCC(=O)NCc3ccc4c(c3)OCO4)c(=O)c3ccccc32)cc1 | . | -4 | 4 | 1 | 1.1 | 1481 | -2 | 4 | 4 | -4 | 103
COc1ccc(OC)c(-n2c(N)c(C(=O)NCC3CCCO3)c3nc4ccccc4nc32)c1 (centres undefined) | 0.11 | -6 | -2 | 1.1 | 1 | 1621 | 16 | 12 | 2 | 2 | 92
Fc1ccc(CSc2nnc(-c3cccnc3)o2)cc1 | -0.48 | 5 | -6 | 1 | 1 | 1572 | 14 | 3 | 5 | 5 | 93
CC(C)c1ccc(CN2CCN(C(=O)CCl)CC2)cc1 | -0.54 | 0 | 19 | 1 | 1.1 | 1662 | 7 | 7 | 7 | 10 | 96
CCCCOc1ccc(C(C)NC(=O)CCS(=O)(=O)Cc2ccccc2F)cc1 (centres undefined) | . | 16 | -8 | 0.8 | 1.1 | 1435 | -8 | -2 | -10 | 1 | 107
CCc1c(C)sc(NC(=S)NC(C)C2CCCO2)c1C(=O)OC (centres undefined) | 0.034 | 2 | 4 | 1 | 1.1 | 1498 | 9 | 6 | 0 | 13 | 100
O=C(NCC12CC3CC(CC(C3)C1)C2)c1nc2ncccn2n1 | -0.26 | 2 | 5 | 1 | 1 | 1585 | 2 | 15 | 5 | -8 | 101
COCCNC(=O)Cn1c(=O)n(CCCCCC(=O)Nc2ccccc2)c(=O)c2sccc21 | . | 3 | -2 | 1 | 1 | 1477 | -4 | 0 | -6 | 0 | 105
COc1ccc(N=Cc2c(O)n(-c3cccc(C)n3)c(=O)c3ccccc23)cc1 | 0.0052 | -2 | -5 | 1 | 1 | 1748 | 21 | 5 | 6 | 6 | 85
O=S(=O)(c1ccc(Oc2ccc(-c3nnco3)cc2)nc1)N1CCC(Cc2ccccc2)CC1 | . | 11 | 6 | 0.9 | 1 | 1652 | -4 | -6 | 6 | -1 | 107
CC(C)CN(CC(C)C)S(=O)(=O)N1CCC(C(=O)NC2CCCCCCC2)CC1 | -0.039 | -2 | -5 | 1 | 1 | 1451 | 4 | 2 | 0 | 3 | 101
CCOC(=O)N1CCN(C(=O)CS(=O)Cc2nc(-c3ccc(C)cc3)oc2C)CC1 (centres undefined) | . | 8 | -1 | 0.9 | 1 | 1628 | -2 | -3 | 1 | 9 | 106
COc1ccccc1N1CCN(CC(O)COCCOc2ccc(Br)cc2)CC1 (centres undefined) | . | -1 | 4 | 1 | 1 | 1566 | 10 | 3 | 4 | 11 | 93
COc1ccccc1C/C(N)=N/OC(=O)c1ccc2c(c1)OCO2 | -3.1* | -5 | -7 | 1.1 | 1 | 1682 | 6 | -1 | 12 | 3 | 98
COCCn1nnnc1C(c1cccs1)N1CCN(c2cc(C)ccc2C)CC1 (centres undefined) | . | 0 | -2 | 1 | 1 | 1590 | -6 | 1 | -4 | -2 | 109
Cc1ccc(C)c(OCCCC(=O)Nc2nccs2)c1 | 0.22 | 10 | 1 | 0.9 | 1 | 1466 | 8 | 2 | -3 | -1 | 94
O=C(NCc1ccccc1)C1CCCN(S(=O)(=O)c2cccs2)C1 (centres undefined) | -0.48 | 31 | 8 | 0.7 | 1 | 1408 | 17 | 6 | -4 | 6 | 90
COc1ccc(S(=O)(=O)N2CCCCC2)cc1NC(=O)c1cc(C)on1 | -0.089 | 12 | 10 | 0.9 | 1 | 1492 | 24 | 0 | -8 | -5 | 85
CCCCCNCc1cccn1C | 0.013 | 8 | 9 | 0.9 | 1 | 1659 | 10 | 0 | 1 | 5 | 96
O=C(CN1CCCCCC1)Nc1ccc(Oc2ccccc2)cc1 | -1.7 | 20 | -12 | 0.8 | 1 | 1629 | 16 | -1 | 9 | -5 | 95
CCc1ccc(C2CC(=O)Nc3c2c(=O)nc2c(C)cccn32)cc1 (centres undefined) | 0.47 | 4 | 5 | 1 | 1 | 1647 | 17 | -3 | 1 | 13 | 89
COC(=O)c1sccc1NC(=O)c1c(C)noc1C | . | 0 | -9 | 1 | 1 | 1465 | 5 | -9 | -1 | -4 | 99
Cc1nnc(SCC(=O)Nc2ccc3c(c2)OCCO3)s1 | . | 5 | -7 | 1 | 1 | 1364 | -2 | 1 | -8 | 5 | 105
Cc1ccc2cc(CCNC(=O)c3ccco3)c(=O)[nH]c2c1 | -0.33 | 6 | -30 | 0.9 | 1 | 1611 | 7 | 6 | 5 | 5 | 95
O=S(=O)(Nc1cccc(-c2cn3ccsc3n2)c1)c1ccc(F)cc1 | . | 5 | -15 | 0.9 | 1 | 1560 | 11 | -6 | 10 | 2 | 94
CC/C(=C\c1oc2cc3ccccc3cc2[n+]1CC)Nc1ccccc1 | . | 12 | 8 | 0.9 | 1 | 1423 | 26 | 13 | 10 | 2 | 81
Cc1cc(N2CCOCC2)nc2ccc(NC(=O)C3CCC(C)CC3)cc12 (centres undefined) | . | -5 | -1 | 1 | 1 | 1636 | 22 | 1 | 2 | 10 | 85
Cc1ccc2c(n1)sc1c(-c3ccc(Br)cc3)c(C#N)c(N)nc12 | 0.24 | 8 | -2 | 0.9 | 1 | 1438 | 22 | 8 | -2 | -4 | 86
COc1cc(C(C)=O)ccc1COc1ccc(C(=O)OC(C)C(=O)NC(N)=O)cc1OC (centres undefined) | -0.014 | 4 | -2 | 1 | 1 | 1419 | 10 | -2 | -2 | -1 | 93
N#Cc1cc2sc3nc4ccccc4n3c2cc1C#N | . | 19 | -3 | 0.8 | 1 | 1550 | 11 | 2 | -1 | 4 | 92
Nc1nonc1NC(=O)CSc1ncccc1C(=O)O | . | 9 | 0 | 0.9 | 1.1 | 1611 | 7 | -11 | 3 | -6 | 97
CC(C)[N+](C)(C)CC(O)CN(c1ccccc1)c1ccccc1 (centres undefined) | . | -9 | -3 | 1.1 | 1 | 1632 | 8 | 0 | -7 | -13 | 94
COC(=O)c1sc(NC(=O)COc2ccc(OC)cc2)nc1C | . | . | 5 | . | . | 1549 | 12 | -7 | -7 | -3 | 91
Cn1c(=O)c2c(nc(CN3CCCCC3)n2CCCc2ccccc2)n(C)c1=O | 0.031 | . | 6 | . | . | 1328 | -6 | -5 | 5 | 0 | 107
COc1ccc(N2CCN(C(=S)Nc3ccc(C)cc3)CC2)cc1 | -0.35 | 2 | 5 | 1 | 1.1 | 1647 | 9 | 2 | 0 | 2 | 95
CCOc1ccccc1CNC(=O)c1c([N+](=O)[O-])c(C)nn1C | 0.74 | -10 | 7 | 1.1 | 1 | 1342 | 15 | 4 | 4 | -1 | 91
CC(C)Oc1cccc(C(=O)Nc2ccc(N3CCN(S(C)(=O)=O)CC3)cc2)c1 | -0.26 | 2 | 2 | 1 | 1 | 1488 | 3 | 10 | -2 | -4 | 101

Screens: PubChem BioAssay, several laboratories
